Screens as filed in PubChem.
aDG glyco act = increases alpha dystroglycan glycosylation | 360,000 compounds, 0.22% hits | activation, % at 10 µM | AID 624168 | Pro5-aDG cells, alpha-DG glycosylation AlphaScreen (IIH6); 0% Pro5, 100% B10-LARGE cell signal;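 active = activation of at least 8% versus controls, or a plate z-score of at least 8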;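 also: Pro5 are CHO cells carrying HIG-tagged alpha-DG that lacks glycosylation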
PDI turbidity = blocks human protein disulfide isomerase activity. 350,000 compounds, 0.052% hits. PDI insulin aggregation turbidity, A650, 90 min. inhibition, % at 10 µM. AID 588391;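 active = mean inhibition across replicates of 30% or more, whatever share of single replicates reach that level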;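 also: absorbance from insulin aggregation driven by PDI reduction with DTT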
Target sequence (P07237 whole entry, looked up): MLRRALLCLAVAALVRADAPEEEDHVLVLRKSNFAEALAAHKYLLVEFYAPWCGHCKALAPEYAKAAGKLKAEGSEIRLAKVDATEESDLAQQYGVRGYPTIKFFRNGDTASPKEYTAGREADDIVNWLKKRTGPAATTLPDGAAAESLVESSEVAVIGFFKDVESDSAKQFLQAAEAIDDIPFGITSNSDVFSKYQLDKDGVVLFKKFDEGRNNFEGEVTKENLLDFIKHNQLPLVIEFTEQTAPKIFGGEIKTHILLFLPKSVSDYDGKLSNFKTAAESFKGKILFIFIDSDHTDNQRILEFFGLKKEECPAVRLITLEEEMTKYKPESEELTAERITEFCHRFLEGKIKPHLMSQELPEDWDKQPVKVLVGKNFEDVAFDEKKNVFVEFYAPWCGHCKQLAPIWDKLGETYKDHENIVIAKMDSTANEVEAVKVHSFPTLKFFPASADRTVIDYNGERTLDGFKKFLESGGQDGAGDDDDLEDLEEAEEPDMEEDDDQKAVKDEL
MC4R ag barr = activates human MC4R beta-arrestin recruitment. AID 540308. 360,000 compounds, 0.98% hits. activation, % at 8.9 µM. P32245. U2OS MC4R beta-arrestin complementation, luminescence; percent of melanotan II response, DMSO zero;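 active = activation above a per-plate cutoff, the mean activation of sample wells on that plate plus 3 SD, cut at about 8% in these data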
Target sequence (P32245 whole entry, looked up): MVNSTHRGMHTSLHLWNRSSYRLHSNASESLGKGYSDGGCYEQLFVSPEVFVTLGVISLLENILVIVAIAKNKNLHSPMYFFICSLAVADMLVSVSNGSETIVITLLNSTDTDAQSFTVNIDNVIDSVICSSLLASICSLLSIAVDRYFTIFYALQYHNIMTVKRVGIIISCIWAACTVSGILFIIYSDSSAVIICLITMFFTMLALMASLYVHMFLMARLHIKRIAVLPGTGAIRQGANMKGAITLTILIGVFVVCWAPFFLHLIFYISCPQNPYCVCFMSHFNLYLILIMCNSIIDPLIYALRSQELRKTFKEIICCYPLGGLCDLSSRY
N-glyco inh = blocks N-linked glycosylation in D54 reporter cells; reporter increase, % at 12.5 µM; 360,000 compounds, 0.23% hits; D54 ERlucT glycosylation luciferase reporter, 24 h; percent of 100 nM tunicamycin response; AID 588692;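 active = mean luciferase reporter signal, scaled so untreated is 0 and the glycosylation-blocking control 100, at or above a set limit in every replicate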;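 also: luciferase carries N-glycosylation sites so blocking glycosylation raises the light; 0% = median of neutral control wells and 100% = median of 100 nM tunicamycin wells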
ABCB6 inh 2 = inhibitors of human ABC transporter ABCB6 | Q9NP58 | K562-ABCB6 porphyrin accumulation, flow cytometry, 1 h; stronger effect = lower value | fluorescence ratio to DMSO, % at 10 µM | 360,000 compounds, 0.19% hits;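 active = fluorescence ratio to DMSO below 75%, the collection mean minus 3 SD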;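 also: signal is porphyrin accumulated inside mitochondria; 100% equals median channel fluorescence of DMSO control wells; lower ratio means ABCB6 inhibition with less porphyrin fluorescence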
Vif inh = inhibitors of HIV Vif; 340,000 compounds, 0.35% hits; inhibition, % at 7.49 µM; HEK293T cells, Vif self-association by quenched fluorescence, imaging, 24 h; AID 602346; in the data active = inhibition above about 50%, passing the limit was not always enough; also: some results filed as inactive read as strong as hits
MC4R antag cAMP = blocks human MC4R cAMP signaling | MC4R-expressing cells, MTII-stimulated cAMP, LANCE TR-FRET | inhibition, % at 6.5 µM | 360,000 compounds, 0.48% hits | AID 540295;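 active = inhibition above its plate's cutoff, the mean of tested wells on that plate plus 3 SD, cut at about 29% in these data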;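 also: 0% = Melanotan II alone and 100% = Melanotan II plus saturating MCL0020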
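Material – human MC4R-expressing U2OS cells · Repeats – no replicates · Detection – TR-FRET with Eu-cAMP and labeled anti-cAMP, 671 nm · Times – compound 30 min, challenge 1 h, detection 1 h · Compound – single nominal compound dose of 6.5 µM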
Cardio protect = protects H9c2 cardiomyocytes from peroxide injury. H2O2 injury protection, ATPLite, 2 h. protection from H2O2 cell death, % at 20 µM. 360,000 compounds, 0.63% hits;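 active = compounds giving at least 50% protection of heart cells from peroxide-induced death in the single-dose screen, raw or plate-pattern-corrected value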;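 also: 0% = DMSO wells with peroxide and 100% = DMSO wells without peroxide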
HTR2A ag = activates the mouse 5-HT2A serotonin receptor. P35363. CHO-K1 mHTR2A beta-arrestin complementation, luminescence; percent of 30 µM serotonin response. activation, % at 7.6 µM. 360,000 compounds, 0.66% hits;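 active = activation above a run cutoff, the mean activation of all tested compounds plus 3 SD, cut at about 14% in these data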;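 also: 0% = plate median of compound wells and 100% = 30 µM serotonin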
CaV13 ICDI inh = Primary screen for inhibitors of IQ motif and Ca2+-dependent inactivation inhibitor domain binding in CACNA1D, Förster resonance energy transfer in living cells, …. AID 743397. HEK cells, CFP/YFP FRET ICDI-IQ, plate reader, 10 min; percent FRET-ratio fall versus neutral wells. 340,000 compounds, 0.098% hits. inhibition, % at 12.3 µM;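 active = mean replicate inhibition of at least 30% and at least 1% of replicates passing that level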;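 also: 0% = median of the neutral control wells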
Numbers without * were called inactive; nt = no result given.

SMILES	aDG glyco act	PDI turbidity	MC4R ag barr	N-glyco inh	ABCB6 inh 2	Vif inh	MC4R antag cAMP	Cardio protect	HTR2A ag	CaV13 ICDI inh
CCC(=O)NC(=S)Nc1ccc(NC(=O)COc2ccc(Cl)cc2Cl)cc1	-0.1	2	18*	-1	107	-4	1	-11	-1	-8
C[C@H](NC(=O)[C@H](Cc1ccccc1)n1c(=O)[nH]c2ccccc2c1=O)C(=O)N1CCC(C(=O)O)CC1	0.1	nt	-1.3	0	98	1	4	-2	1	nt
CCC(=O)Nc1nc(CC(=O)Nc2ccccc2OC)cs1	0.1	7	-1.0	0	97	5	23	6	0	-6
CCOc1ccc(NC(=O)C2CCN(S(=O)(=O)c3ccc4c(c3)N(C(C)=O)CCO4)CC2)cc1	-0.1	-4	-1.1	-2	97	-14	10	-5	11	-7
COCCn1c(SCC(=O)N2CCCCC2)nc2ccccc2c1=O	-0.2	7	1.1	0	100	nt	2	0	-1	-7
CC(=O)N1CCc2cc(NC(=O)C3(C)CCN3Cc3ccccc3OC(F)F)ccc21 (stereo unspecified)	0.3	2	-0.7	-10	94	1	0	-2	-2	-6
CC(C)OC(=O)C(C)Oc1ccc(C(=O)NCCc2ccccc2)cc1 (stereo unspecified)	0.2	-1	-0.4	-1	99	1	6	-5	-1	-4
CC1(Cc2ccc(S(C)(=O)=O)cc2)C(=O)Nc2ccc(Cl)cc21 (stereo unspecified)	-0.1	-2	-1.2	2	106	-2	0	-2	-1	-10
CCC(C)c1ccc(NC(=O)CC(C)=O)cc1 (stereo unspecified)	-0.1	7	2.0	0	96	-3	6	1	3	-8
CCOc1ccc(NC(=O)CN(C)C(=O)C2CC2C)cc1OCC (stereo unspecified)	-0.1	-3	-4.3	1	98	nt	21	4	2	-3
O=C(Nc1cc(Cl)ccc1N1CCOCC1)C1CC1	0.0	-7	-2.5	2	89	18	-2	15	11	-16
CCCC(=O)C1=C(O)C(c2cccc(Oc3ccccc3)c2)CCC1=O (stereo unspecified)	1.1	2	3.1	1	103	-2	-7	-2	9	-4
CSc1ncccc1C(=O)NCC(c1cccs1)N1CCOCC1 (stereo unspecified)	0.0	15	1.3	0	93	-1	20	-3	-4	-16
CCc1cc(=O)oc2cc(C)cc(OCC(C)=O)c12	0.0	6	2.2	-2	96	-3	15	1	4	-20
CCn1c(CNc2nc(-c3ccccc3)cs2)nnc1SCC(=O)NCc1ccccc1	0.3	-2	-1.7	0	100	3	2	1	-2	-4
CCCn1c(SCC(=O)Nc2c(C)cccc2CC)nnc1C(C)C	-0.2	-1	-1.1	1	94	-3	7	2	1	nt
Cc1ncsc1C(=O)N1N=C2/C(=C/c3ccc(N4CCOCC4)cc3)CCCC2C1c1ccc(N2CCOCC2)cc1 (stereo unspecified)	-0.6	-3	-1.1	-6	105	12	20	-7	0	nt
CN(C)C(=O)N1CCC(C(=O)N2CCCC(C(=O)c3cccc4ccccc34)C2)CC1 (stereo unspecified)	0.1	2	-0.2	2	99	1	10	-4	1	1
COCCN(Cc1ccccc1)C(=O)c1ccc2c(=O)n3c(nc2c1)CCC3	0.1	-3	-2.5	1	99	0	0	4	6	-7
COc1ccc(NC(=O)c2ccc3c(c2)C(=O)N(CC2CCCO2)C3=O)cc1O (stereo unspecified)	-0.1	1	-3.0	2	107	2	19	12	-1	-8
O=C1C(=O)N(CCCn2ccnc2)C(c2ccc(Br)cc2)/C1=C(\O)c1ccc2c(c1)OCCO2 (stereo unspecified)	-0.2	10	-0.2	2	100	8	4	3	8	-6
CCCC(=O)C1=C(O)C(C(=O)OC)C(C)(C)CC1=Nc1ccncc1 (stereo unspecified)	0.1	12	2.5	0	101	0	8	12	7	-2
CCN(CC)CCn1c2c(c(SCC(=O)Nc3cc(C)ccc3C)nc1=O)CCC2	0.6	-1	-1.1	-4	105	8	-5	-3	3	-5
CCC(C)(C(=O)NC1CCCC1)N(Cc1cccs1)C(=O)Cc1cccs1 (stereo unspecified)	0.4	-2	-2.3	0	94	nt	0	13	-4	nt
O=C(COc1ccccc1Cl)Nc1nnc(S(=O)(=O)N2CCCCCC2)s1	0.2	-6	1.2	1	101	nt	-2	-9	0	-6
CCn1c(C)c(C(C)=O)c(N2CCN(c3ccc(OC)cc3)CC2)nc1=S	-0.1	8	-2.1	2	114	8	5	4	5	-13
CC(C)Cc1c(O)nc(SCCN2CCOCC2)[nH]c1=O	-0.1	2	-1.0	0	100	-4	-2	-3	-3	-5
Cc1ccccc1-n1nc(SCC(=O)O)sc1=S	-0.1	2	-2.2	0	107	30	6	-2	-1	-5
O=C(Nc1n[nH]c(C(F)(F)F)n1)C1CC1	0.0	0	0.1	2	105	-4	0	1	1	7
CCC(=O)c1ccc(N2CCN(C(=O)c3ccccc3)CC2)c(F)c1	1.6	-18	0.2	-3	96	2	3	-14	2	-4
O=C(OCC(=O)N(CCc1ccccc1)Cc1ccccc1)c1ccccc1NCCO	0.2	0	-2.2	-5	100	-3	5	21	9	-6
FC(F)(F)c1nnc(-c2ccccc2)nc1Oc1ccccc1	0.0	1	-0.9	2	92	-1	4	-5	-1	-6
CC1CCCN(C2(O)C(=O)Nc3c(C(F)(F)F)cccc32)C1 (stereo unspecified)	0.3	3	-1.4	-1	100	-10	0	-3	6	-4
C[C@H](CO)N1C[C@H](C)[C@H](CN(C)C(=O)Nc2ccc(-c3cccs3)cc2)OCc2cnnn2CCCC1=O	0.0	-5	0.3	0	93	-6	1	2	1	-7
CCCCn1c(-c2nonc2N)nc2ccccc21	-0.1	17	2.2	-1	99	-5	-2	-6	2	-9
Cc1cc(C(=O)NC(C)c2ccc3c(c2)OCO3)cs1 (stereo unspecified)	0.0	0	0.9	-1	99	0	13	9	2	-6
CC12CC3CC(C)(C1)CC(CN)(C3)C2	0.5	6	1.5	0	104	7	-3	3	3	-5
CCCCN1C(=O)C(CC(=O)NCCCN(C)C)CC(C(=O)N(C(C)C)C(C)C)=C1C (stereo unspecified)	-0.3	nt	nt	nt	105	nt	nt	nt	-1	-11
CC1(C(=O)NS(=O)(=O)c2cccc(C#N)c2)CCN1C(=O)c1ccccc1CCc1ccccc1 (stereo unspecified)	0.1	0	-0.7	0	82	6	6	3	0	-11
CSc1nc2c(c(=O)[nH]c(=O)n2C)n1Cc1ccccc1	0.1	0	-2.4	-1	99	-4	-8	14	-6	-2
Cc1ccc(C)c(N(CC(=O)NC2CCCC2)C(=O)c2cc3cc4cccc(C)c4nc3s2)c1	0.1	-1	-1.5	-8	98	22	12	-5	-1	-9
O=C(O)c1c2c(nc3ccc(S(=O)(=O)N4CCC(C(=O)NCc5ccccc5Cl)CC4)cc13)CCCC2	-0.1	1	-1.0	1	98	7	5	2	-3	-18
O=C(c1cccnc1)N1CCN(Cc2ccccc2Br)CC1	0.0	-18	-2.7	1	108	0	13	12	4	nt
CCOC(=O)CN1C(=O)N[C@@H](c2cccs2)C(C(C)=O)=C1C	-0.4	-1	0.3	1	100	0	-5	2	0	-5
CC(C)NC(=O)c1cc(-n2cnnc2)ccc1Cl	1.8	-1	-0.9	3	92	7	11	0	-1	-10
N#CC(=C1CCCC1)c1nc(-c2ccccc2)cs1	-0.4	-1	1.3	-2	96	-4	3	-30	-2	nt
CCCCOc1ccc(C2/C(=C(\O)c3ccc4c(c3)OCCO4)C(=O)C(=O)N2CCCN2CCOCC2)cc1 (stereo unspecified)	-0.2	-10	-1.6	-2	100	-2	-1	5	-5	-4
CCC(C)(C)NC(=O)CN(Cc1ccc2c(c1)OCO2)C(=O)CCC(=O)Nc1ccccn1	0.0	3	0.4	1	102	11	4	-2	2	-5
CCOc1ccccc1NC(=O)c1cc(=O)c2ccccc2o1	-0.3	5	-0.8	0	103	-4	12	-2	-4	-16
COc1ccc(C(=O)NC(=S)NNC(=O)c2cccnc2)cc1	0.0	-1	0.4	0	98	-5	6	7	-1	-3
COc1cc(C(=O)NNC(=O)COc2ccc(Br)cc2)ccc1OCC(=O)N1CCOCC1	0.0	-7	-0.3	2	92	33	4	5	4	-7
Cc1cc(C(=O)CSc2nc3ccccc3c(=O)n2C)c(C)n1Cc1ccc2c(c1)OCO2	5.1	5	-0.7	-2	93	-16	2	-16	2	-4
O=C(Nc1nc2ccccc2s1)C1c2ccccc2Oc2ccccc21	0.4	-3	-1.2	-2	99	-4	17	7	-4	-4
O=C1C=C(Nc2ccc(Cl)cc2)CC(c2ccco2)C1 (stereo unspecified)	0.0	1	0.1	2	113	-2	-1	6	10	-4
CCn1c(SCC(=O)Nc2ccc(OCc3ccccc3)cc2)nnc1-c1ccco1	0.0	-1	-1.0	-3	96	-21	3	-18	-5	-6
O=C(CSc1ccccc1)Nc1cccnc1	0.0	1	1.0	1	112	-4	11	-4	2	-4
c1ccc(Cn2nnnc2-c2ccco2)cc1	-0.2	-7	3.3	0	98	2	-12	0	0	-4
COc1ccc(OC)c2c1C(=O)C(Cl)=C(Cl)C2=O	-0.2	10	-2.3	-3	116	-1	32*	-15	-2	-1
COc1cc(OC)c2cc[nH]c2c1	0.1	0	-2.6	2	98	1	1	0	2	-14
CSc1ncccc1C(=O)Nc1ncc(C)s1	0.0	7	-0.3	4	107	-4	17	-3	4	-18

Arranged by the number under PDI turbidity (smallest number first): 3 from the list above.
Compound | aDG glyco act | PDI turbidity | MC4R ag barr | N-glyco inh | ABCB6 inh 2 | Vif inh | MC4R antag cAMP | HTR2A ag | CaV13 ICDI inh
CCCCOc1ccc(C2/C(=C(\O)c3ccc4c(c3)OCCO4)C(=O)C(=O)N2CCCN2CCOCC2)cc1 (stereo unspecified) | -0.2 | -10 | -1.6 | -2 | 100 | -2 | -1 | -5 | -4
O=C(Nc1nc2ccccc2s1)C1c2ccccc2Oc2ccccc21 | 0.4 | -3 | -1.2 | -2 | 99 | -4 | 17 | -4 | -4
Cc1cc(C(=O)CSc2nc3ccccc3c(=O)n2C)c(C)n1Cc1ccc2c(c1)OCO2 | 5.1 | 5 | -0.7 | -2 | 93 | -16 | 2 | 2 | -4

The list goes on:
SMILES	aDG glyco act	PDI turbidity	MC4R ag barr	N-glyco inh	ABCB6 inh 2	Vif inh	MC4R antag cAMP	Cardio protect	HTR2A ag	CaV13 ICDI inh
Oc1ccc(-c2[nH]ncc2-c2cccc3cccnc23)c(O)c1	0.0	17	-0.3	1	96	-36	6	-10	5	-2
Cc1c(-c2ccccc2)nc(N)c(C#N)c1-c1ccco1	0.1	1	12*	4	105	-8	-2	20	-6	-3
CCOc1ccc(CCNC(=O)C2CCCN(C(=O)N(C)C)C2)cc1OCC (stereo unspecified)	-0.2	0	-1.3	0	104	-1	9	0	-3	-5
CSCC[C@H](NC(=O)Nc1ccc(C)cc1C)C(=O)O	-0.3	-1	-2.1	-4	96	4	3	-2	-1	nt
CCCCCCCc1c(O)nc(SCCN2CCOCC2)[nH]c1=O	-0.2	2	-3.2	-1	96	0	-1	-1	0	5
COc1ccccc1CNS(=O)(=O)c1ccc2[nH]cc(C(=O)O)c(=O)c2c1	0.0	-3	1.0	2	96	2	0	3	5	nt
COc1ccc(CN2CCCC(C(=O)Nc3cccc(-n4cccn4)c3)C2)cc1 (stereo unspecified)	0.0	5	-2.2	-2	99	-1	0	-4	-3	-5
